Compound activity deposited in PubChem BioAssay by several laboratories.
ABCB6 inh 2 – inhibitors of human ABC transporter ABCB6; fluorescence ratio to DMSO, % at 10 µM; AID 602162; K562-ABCB6 porphyrin accumulation, flow cytometry, 1 h; stronger effect = lower value; hit rate 0.19% among 360,000;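 active = fluorescence ratio to DMSO below 75%, the collection mean minus 3 SD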;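 also: signal is porphyrin accumulated inside mitochondria; 100% equals median channel fluorescence of DMSO control wells; lower ratio means ABCB6 inhibition with less porphyrin fluorescence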
Target sequence (Q9NP58 whole entry, looked up): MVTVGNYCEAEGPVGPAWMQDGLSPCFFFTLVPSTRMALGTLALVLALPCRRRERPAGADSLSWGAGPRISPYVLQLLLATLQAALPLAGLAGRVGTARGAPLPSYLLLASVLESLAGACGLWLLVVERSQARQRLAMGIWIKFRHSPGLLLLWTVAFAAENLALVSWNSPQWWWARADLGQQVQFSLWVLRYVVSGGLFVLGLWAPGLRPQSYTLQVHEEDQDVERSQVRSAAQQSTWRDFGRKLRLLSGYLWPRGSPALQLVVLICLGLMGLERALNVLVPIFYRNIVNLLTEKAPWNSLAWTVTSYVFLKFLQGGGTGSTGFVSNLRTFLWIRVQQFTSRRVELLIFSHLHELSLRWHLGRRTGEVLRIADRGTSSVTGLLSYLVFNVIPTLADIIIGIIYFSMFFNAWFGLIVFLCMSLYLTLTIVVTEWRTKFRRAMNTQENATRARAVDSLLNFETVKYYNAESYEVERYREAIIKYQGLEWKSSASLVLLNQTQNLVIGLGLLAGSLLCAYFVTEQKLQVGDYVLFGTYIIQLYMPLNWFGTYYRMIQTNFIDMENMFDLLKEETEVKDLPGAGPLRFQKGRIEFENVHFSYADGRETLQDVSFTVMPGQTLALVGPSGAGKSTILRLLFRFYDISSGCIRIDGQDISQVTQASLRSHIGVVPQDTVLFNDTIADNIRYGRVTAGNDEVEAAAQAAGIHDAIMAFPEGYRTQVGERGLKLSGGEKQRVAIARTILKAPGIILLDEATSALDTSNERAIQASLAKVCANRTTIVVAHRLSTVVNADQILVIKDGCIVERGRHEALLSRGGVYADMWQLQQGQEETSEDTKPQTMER
ABHD5-PLIN5 inh – inhibitors of human ABHD5-perilipin-5 interaction | Q00G26+Q8WTS1 | Split G. princeps luciferase complementation, luminescence, 4 h | inhibition, % at 4 µM | hit rate 0.78% among 360,000 | AID 602281;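 active = inhibition above the mean inhibition across every tested compound plus 3 SD, cut at about 22% in these data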;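 also: 0% = DMSO only wells and the 100% control is not disclosed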
Granule exo inh – lytic granule exocytosis inhibition; TALL-104 LAMP-1 surface exposure, flow cytometry; cells stimulated with thapsigargin and PMA; inhibition, % at 10 µM; hit rate 0.66% among 360,000;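 active = inhibition above about 55%, limit read from the data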
m5-HT2A agonist – agonists of mouse serotonin 5-HT2A receptor (HTR2A); hit rate 0.66% among 360,000; AID 624169; CHO-K1 mHTR2A beta-arrestin complementation, luminescence; percent of 30 µM serotonin response; P35363; activation, % at 7.6 µM;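 active = activation above a run cutoff, the mean activation of all tested compounds plus 3 SD, cut at about 14% in these data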;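 also: 0% = plate median of compound wells and 100% = 30 µM serotonin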
hiPSC survival – enhancers of human iPSC single-cell survival | hit rate 0.044% among 360,000 | AID 602274 | survival enhancement, % at 20 µM | hiPSC single-cell survival, ATPlite luminescence; 100% = ROCK inhibitor wells, 0% = DMSO; in the data active = survival enhancement above about 18%;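 also: cells exposed to compounds for 16 hours before the ATP read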
MC4R barr agon – human MC4R agonism via beta-arrestin; U2OS MC4R beta-arrestin complementation, luminescence; percent of melanotan II response, DMSO zero; activation, % at 8.9 µM; hit rate 0.98% among 360,000; AID 540308;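 active = activation above a per-plate cutoff, the mean activation of sample wells on that plate plus 3 SD, cut at about 8% in these data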
Glyco luc inh – blocks N-linked glycosylation in D54 reporter cells; D54 ERlucT glycosylation luciferase reporter, 24 h; percent of 100 nM tunicamycin response; reporter increase, % at 12.5 µM; hit rate 0.23% among 360,000; AID 588692;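 active = mean luciferase reporter signal, scaled so untreated is 0 and the glycosylation-blocking control 100, at or above a set limit in every replicate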;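 also: luciferase carries N-glycosylation sites so blocking glycosylation raises the light; 0% = median of neutral control wells and 100% = median of 100 nM tunicamycin wells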
Cardio protect – modulators protecting cardiomyocytes from myocardial damage; H9c2 cardiomyocytes, H2O2 injury protection, ATPLite, 2 h; protection from H2O2 cell death, % at 20 µM; hit rate 0.63% among 360,000; AID 588492;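 active = compounds giving at least 50% protection of heart cells from peroxide-induced death in the single-dose screen, raw or plate-pattern-corrected value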;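 also: 0% = DMSO wells with peroxide and 100% = DMSO wells without peroxide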
MC4R antagonist – human MC4R antagonism in cAMP assay | P32245 | AID 540295 | inhibition, % at 6.5 µM | MC4R-expressing cells, MTII-stimulated cAMP, LANCE TR-FRET | hit rate 0.48% among 360,000;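 active = inhibition above its plate's cutoff, the mean of tested wells on that plate plus 3 SD, cut at about 29% in these data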;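 also: 0% = Melanotan II alone and 100% = Melanotan II plus saturating MCL0020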
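System: U2OS cells stably expressing human melanocortin 4 receptor (MC4R). Reagent: Melanotan II challenge after compound preincubation. Doses: 6.5 µM. Times: 30-min compound, 1-h challenge, 1-h detection, room temperature. Measured by: TR-FRET with Eu-cAMP and labeled anti-cAMP, 671 nm. Replicates: singlicate.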
aDG glyco act – increases alpha dystroglycan glycosylation; Pro5-aDG cells, alpha-DG glycosylation AlphaScreen (IIH6); 0% Pro5, 100% B10-LARGE cell signal; activation, % at 10 µM; hit rate 0.22% among 360,000; AID 624168;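 active = activation of at least 8% versus controls, or a plate z-score of at least 8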;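 also: Pro5 are CHO cells carrying HIG-tagged alpha-DG that lacks glycosylation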
* marks the source's active call; other numbers are inactive results; / = not tested or not shown.

canonical_smiles	ABHD5-PLIN5 inh	MC4R antagonist	Cardio protect	MC4R barr agon	hiPSC survival	m5-HT2A agonist	ABCB6 inh 2	Granule exo inh	Glyco luc inh	aDG glyco act
CC(=O)N1CCOc2ccc(S(=O)(=O)NCC3CCC(C(=O)NCCC(C)C)CC3)cc21 (stereo not drawn)	7	-1	-13	-0.9	-0.7	4	100	0	-1	-0.2
O=C(NNC(=O)c1cnccc1C(F)(F)F)c1cccc(Cl)c1	0	5	1	1.2	0.8	9	92	-2	0	-0.2
Nc1nc2ccc(Cl)cc2cc1C(=O)NCc1ccc(Oc2ccccc2)cc1	-7	/	/	/	0.2	-1	91	3	/	1.5
C=CCn1c(SCC(=O)N(CCOC)c2c(N)n(CCCC)c(=O)[nH]c2=O)nnc1-c1ccc(Cl)cc1	8	8	4	-0.3	-0.3	2	93	-2	-1	0.8
Cc1c(C(=O)NCc2ccccc2F)oc2ccccc12	-5	3	0	-1.6	-0.3	-4	95	10	0	0.3
C=CCC(C#Cc1ccccc1)[N+](C)(C)CC=C (stereo not drawn)	1	-3	-11	0.8	-2.0	4	199	22	2	0.0
CCN(CC)CCN1C(=O)C(=O)/C(=C(/O)c2c(C)[nH]c(C(=O)OC)c2C)C1c1cccs1 (stereo not drawn)	-13	2	9	0.9	0.2	1	101	-1	0	0.0
Cc1nn(C(C)C)c(C)c1CN1CCCC(C(=O)c2cccc(OC(C)C)c2)C1 (stereo not drawn)	3	-5	-20	-2.6	1.8	-2	97	-5	-4	1.8
c1ccc(Cn2c(-c3ccccc3)c[n+]3c2SCCC3)cc1	-2	13	-11	0.4	0.8	5	93	-1	0	0.1
CC1CN(CC(=O)c2c(N)n(Cc3ccccc3)c(=O)n(C)c2=O)CC(C)O1 (stereo not drawn)	-2	1	-2	-0.3	1.6	1	96	-3	-1	0.1
CCc1ccc(C(=O)NCc2cccs2)s1	-13	1	-3	0.7	-1.6	-6	92	-1	-2	0.1
O=C(NCc1ccc(N2CCCC2=O)cc1)c1cc(COc2c(F)cccc2F)on1	-2	27	-7	-0.6	-0.6	5	102	40	-1	0.3
O=C(CN1C(=O)NC2(CCCCCCC2)C1=O)NCc1ccccc1Cl	1	-1	-2	-0.2	0.0	5	98	1	3	0.1
CCC(=O)Nc1ccc(/C=C(\C(C)=O)C(=O)c2ccccc2)cc1	28*	-2	22	-2.3	-0.6	-8	95	20	13	0.2
Cc1c(Cl)cccc1NC(=S)N(Cc1cccs1)C1CCCC1	-4	16	1	-1.6	1.3	1	101	-2	1	-0.1
Cc1cc(=O)oc2cc(NC(=O)c3cc(F)ccc3F)ccc12	-7	-1	-7	-0.6	1.0	6	105	-1	0	0.2
COc1ccc(NC(=O)N2CCCC2C(=O)NCC2CCCCC2)cc1 (stereo not drawn)	-2	3	0	-3.0	-0.5	4	94	0	-1	0.0
C=CCN1CC(C)/C(=N\O)CC1C (stereo not drawn)	4	11	7	-0.2	0.1	-1	88	-10	1	-0.1
CCNC(=O)COC(=O)/C=C/c1cccc([N+](=O)[O-])c1	-4	4	-5	0.3	-0.3	1	102	-8	1	-0.1
CCOC(=O)c1sc(=S)n(-c2ccc(C)cc2)c1N	-6	6	-2	0.2	-0.7	-1	92	4	0	0.2
CC(C)c1ccc(CNCCCSc2ncccn2)cc1	-5	7	-6	-1.4	-0.7	3	98	11	0	0.2
c1ccc2c(c1)nnn2Cn1nnc2ccccc21	2	1	5	-2.2	-3.5	-2	89	-10	-1	0.0
C=CCNC(=O)/C(C#N)=C/c1ccccc1OCc1ccc(C(=O)OC)cc1	22*	-5	2	-1.5	-0.5	-7	100	5	23	-0.1
O=C(Nc1ccccc1N1CCOCC1)c1cccc([N+](=O)[O-])c1	1	11	5	-3.1	0.3	4	100	1	2	-0.4
CCCn1c(/N=C/c2ccc3c(c2)OCO3)nc2ccccc21	3	-9	-1	-2.1	-0.2	1	93	-2	2	-0.2
C#CCOc1ccc(/C=C2/C(=O)N(c3cccc(C(=O)O)c3)N=C2C)cc1OC	-13	8	-3	-0.6	-0.3	4	90	-10	1	0.2
COc1ccc(/C=C2\Sc3ccc(C(=O)NC4CC4)cc3N(C)C2=O)cc1OC	-12	0	3	-2.8	-0.5	-8	99	3	-5	0.5
O=C(Nc1cc(Cl)ccc1N1CCOCC1)C1=COCCO1	0	7	-1	-0.5	-0.3	3	96	0	1	-0.2
Cc1ccc(N2C(=O)CC(N3CCN(S(=O)(=O)c4ccccc4)CC3)C2=O)c(C)c1 (stereo not drawn)	9	7	5	-1.9	0.5	-3	99	-14	0	-0.4
O=S(=O)(Cc1ccccc1)N1CCc2ccccc2C1	7	7	-6	-0.1	4.2	-1	90	2	0	0.1
CCN1CCN(C(c2ccccc2)c2nnnn2CCc2ccc(OC)c(OC)c2)CC1 (stereo not drawn)	-7	12	10	-1.3	-2.4	0	96	1	0	-0.2
CCCOc1ccc(/C=C2\SC(=S)N(CC3CCCO3)C2=O)cc1 (stereo not drawn)	-4	-6	-9	-1.5	2.8	1	95	6	-1	0.0
CCOc1ccc(/C(=N\O)C(C)NO)cc1 (stereo not drawn)	4	-5	0	-1.2	14	3	103	3	0	-0.3
COc1ccc(C(=O)NCc2nnc(SCC(=O)c3ccccc3)n2C)cc1OC	-6	9	1	-2.8	0.3	0	96	-12	-1	-0.3
O=c1[nH]c(=O)c2[nH]c(=O)n(-c3ccccc3)c2[nH]1	-2	9	-3	-0.9	5.7	9	99	-1	1	0.0
CCc1cccc(OCCCn2ccnc2)c1	6	6	-6	-2.9	-0.8	-7	93	2	1	0.4
CCn1c2ccccc2c2cc(NC(=O)COC(=O)c3cc(OC)c(OC)cc3OC)ccc21	-5	10	22	-2.7	0.2	-4	90	-1	3	0.0
COc1cc(NC(=O)Nc2nnc([C@H]3C[C@H](O)[C@@H](CO)O3)s2)cc(OC)c1	-2	2	2	-1.2	0.5	-4	93	-5	0	-0.3
O=C(CSc1nncs1)Nc1nccs1	2	-4	7	0.6	0.2	2	93	1	5	-0.1
C/C(=N\N1CCN(Cc2ccc(Cl)cc2)CC1)c1ccc(F)cc1	-26	0	-3	0.3	0.6	-3	98	14	-1	0.1
O=C(NCc1ccccc1)C(c1cc2ccccc2o1)n1c(=O)c(-c2ccco2)nc2ccccc21 (stereo not drawn)	91*	/	/	/	/	4	/	10	/	-0.4
C[C@@H]1CN([C@H](C)CO)C(=O)CCCn2nncc2CO[C@H]1CN(C)C(=O)c1ccc(N2CCN(C)CC2)cc1	3	-4	5	-1.4	3.4	1	99	-2	5	0.2
Cc1nc2c(C)cccc2c2c1CCN2c1ccccc1F	6	6	-10	-0.1	0.3	-2	101	-2	2	0.1
c1ccc(-c2cnc(C3CCCCC3)o2)cc1	0	-3	-6	-2.4	4.3	5	93	-4	-1	0.1
COc1ccc(NC(=O)c2c(Cl)nc3ccccn23)cc1	-2	9	5	-0.8	-0.7	-3	100	-1	3	0.1
COc1ccc(OC)c(NS(=O)(=O)c2ccc(Cl)s2)c1	4	3	3	-1.8	-1.0	0	99	-4	2	-0.2
Cn1ccc2c(-c3cccc4ccccc34)cc3c(c21)C1CCC3O1 (stereo not drawn)	10	/	-4	/	-0.6	-6	101	-6	-2	0.1
O=c1[nH]nc(Sc2ncnc3sccc23)n1CCc1ccccc1	3	-2	1	-0.9	-3.7	-2	98	-1	-8	0.9
Cc1cc(OCCCC(=O)NCCN2C(=O)S/C(=C\c3cccnc3)C2=O)ccc1Cl	-1	7	-7	-0.7	-1.7	8	104	-1	1	2.8
CCCN(CC(=O)Nc1ccccc1C)C(=O)c1ccc(N2CCCCCC2)c([N+](=O)[O-])c1	-2	2	-6	-2.2	0.0	-2	98	-1	-2	-0.2
C[C@H]1[C@H]2c3nc4ccccc4n3C[C@H]1ON2C1CCCCC1	-9	4	10	-0.9	5.1	-1	97	-3	0	0.0
CCc1noc(C)c1C(=O)NNC(=O)c1ccccc1Cl	0	11	-2	-1.3	0.1	-10	98	-3	2	0.0
CCOC(=O)c1ccc(NC(=O)CCNS(=O)(=O)c2ccc3c(c2)oc(=O)n3C)cc1	2	7	-6	-0.1	-2.7	-5	91	-2	2	-0.3
CC1(C)CC(=O)C=C(c2n[nH]nc2C2CCCCC2)C1	-6	7	-2	0.9	-3.7	8	102	0	1	0.0
Nc1ncnc2c1ncn2C1O[C@H](CO)[C@@H](O)[C@@H]1O (stereo partly drawn)	5	11	-2	0.6	1.0	5	99	-2	-3	0.8
COC(=O)c1ccc(C(C(=O)NC2CCCCC2)N(C(=O)Cc2cccs2)C2CC2)cc1 (stereo not drawn)	-1	7	16	-3.3	0.3	3	111	-1	6	0.1
CNC(=O)c1ccc(Nc2nnc(-c3ccc(C)c(S(=O)(=O)NCC4CCCO4)c3)c3ccccc23)cc1 (stereo not drawn)	7	2	17	-1.7	-1.4	-1	99	0	0	-0.2
CC(C)(C)C(=O)Nc1c2c(nn1-c1ccccc1)CSC2	-7	8	-1	-1.5	0.4	1	100	-1	1	-0.3
CN(C)c1ccc(/C=N/NC(=O)CSc2ccccn2)cc1	0	3	0	-0.5	0.4	1	96	6	1	0.0
Cc1cc(C(=O)COC(=O)C23CC4CC(CC(O)(C4)C2)C3)c(C)n1-c1c(C)n(C)n(-c2ccccc2)c1=O	-2	11	2	-2.2	-0.3	0	95	1	2	-0.1

Further compounds:
canonical_smiles	ABHD5-PLIN5 inh	MC4R antagonist	Cardio protect	MC4R barr agon	hiPSC survival	m5-HT2A agonist	ABCB6 inh 2	Granule exo inh	Glyco luc inh	aDG glyco act
CCOC(=O)Nc1nc2ccc(Cn3cccc3)cc2[nH]1	-6	-14	-8	-1.9	-1.6	-5	116	4	22	-0.2
CC(=O)N1CCc2cc(Br)cc(S(=O)(=O)NCc3ccc(Cl)cc3)c21	3	11	-8	-1.3	0.5	-12	97	-12	0	-0.1
CCC(C)Sc1nnc(CSc2nc3nc(C)cc(C)n3n2)o1 (stereo not drawn)	0	-1	2	-1.8	0.5	-1	101	4	-1	-0.2
ClCc1nc2ccccc2c2ccccc12	18	-25	18	-2.5	-0.1	-7	110	30	63*	0.2
CC(C)(C)NC(=O)Cn1c(-c2nonc2N)nc2ccccc21	-1	3	7	-0.6	1.6	0	90	1	4	0.1
CC(=O)c1cccc(-c2ccnc3c2CC(C(=O)NCC2CC2)O3)c1 (stereo not drawn)	-13	-4	11	-1.2	2.1	4	100	-5	12	-0.2
Cc1cccc(OCc2ccccc2)n1	-11	1	-1	-0.4	1.9	0	101	-1	2	0.1
